GASC1 inh: inhibitors of human demethylase GASC-1 KDM4C. Q9H3R0. GST-KDM4C 2-372, H3K9me3 peptide, LANCE TR-FRET. inhibition, % at 12.5 µM. hit rate 0.15% among 96,000;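 active means mean replicate inhibition above about 25%, with at least 55% of replicates also reaching it, limit read from the data, passing the limit was not always enough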
Target sequence (Q9H3R0 2-372 limits assumed): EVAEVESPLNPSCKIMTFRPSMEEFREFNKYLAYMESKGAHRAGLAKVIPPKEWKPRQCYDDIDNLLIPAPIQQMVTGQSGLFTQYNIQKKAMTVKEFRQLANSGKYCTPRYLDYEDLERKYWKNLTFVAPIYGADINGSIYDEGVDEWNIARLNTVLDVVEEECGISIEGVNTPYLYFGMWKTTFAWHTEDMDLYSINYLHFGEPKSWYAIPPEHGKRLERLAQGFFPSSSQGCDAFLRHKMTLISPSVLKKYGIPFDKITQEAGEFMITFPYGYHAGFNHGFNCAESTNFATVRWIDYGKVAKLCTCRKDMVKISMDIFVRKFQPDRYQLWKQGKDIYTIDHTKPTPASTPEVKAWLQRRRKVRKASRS
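Test system – GST-tagged GASC-1 (JMJD2C) catalytic fragment, aa 2-372 · Medium – HEPES buffer, pH 7.5, plus ascorbate · Reagent – H3K9me3 peptide with Fe(II)/2OG · Compound – one test concentration per compound · Timing – 30 min reaction, 60 min detection, RT · Technique – TR-FRET with Eu antibody and ULight streptavidin, EDTA stop · Read-out basis – inhibition from TR-FRET ratio decrease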
T cruzi growth: T. cruzi proliferation inhibition. T. cruzi beta-gal in NIH3T3, GalScreen luminescence, 90 h. inhibition, % at 8.34 µM. hit rate 5.9% among 77,000. AID 624255;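 active means mean inhibition above about 93%, with at least 55% of replicates each passing it, limit read from the data, passing the limit was not always enough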
Pf Dd2 growth: blocks growth of Plasmodium falciparum Dd2 parasites. P. falciparum Dd2 growth, SYBR Green, 72 h; active compounds read low. activity change, % at 10 µM. hit rate 2.3% among 94,000. AID 1159554; in the data active means activity change below about -80%
C diff HTS: inhibitors of Clostridium difficile growth; Clostridium difficile clinical isolate growth, OD600, 24 h; active compounds read low; growth activity, negative = inhibition, % at 16 µg/mL (by protocol); hit rate 0.25% among 86,000;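 active means mean growth activity at or below -80% and every replicate also at or below -80%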;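 further: 0% = DMSO wells and -100% = levofloxacin 16 µg/mL wells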
* = called active by the depositor; · = no result given; & = joins results of further samples.

SMILES	GASC1 inh	T cruzi growth	Pf Dd2 growth	C diff HTS
CCNC(=O)[C@H]1[C@H](CO)[C@H]2Cn3c(ccc(-c4cccnc4)c3=O)[C@H]2N1Cc1ccc2c(c1)OCO2	1.8	16	9	-1
O=C(Nc1ccc2c(c1)OCO2)N[C@@H]1CC[C@@H](CCNC(=O)C2CCCCC2)O[C@H]1CO	1.5	·	11	-2
Cc1ccc(S(=O)(=O)Nc2cccc3c2O[C@@H](CN(C)Cc2ccncc2)[C@H](C)CN([C@H](C)CO)C3=O)cc1	1.2	-1	12	0
C[C@@H]1CN([C@@H](C)CO)C(=O)c2cc(NS(=O)(=O)c3cn(C)cn3)ccc2O[C@@H]1CN(C)C(=O)Nc1cccc2ccccc12	3.6	-14	-15	·
O=C(C[C@@H]1C[C@H]2c3cc(NC(=O)c4cccnc4)ccc3O[C@H]2[C@H](CO)O1)NC1CCCCC1	0.3	-30	9	3
COc1ccc(S(=O)(=O)Nc2ccc3c(c2)CC(=O)N([C@H](C)CO)C[C@@H](C)[C@@H](CN(C)Cc2ccc(C(=O)Nc4ccccc4N)cc2)O3)cc1	-1.1	65	-85*	0
COC(=O)[C@H]1[C@H](CO)[C@H]2Cn3c(ccc(-c4ccccc4)c3=O)[C@H]2N1Cc1ccccn1	16	-10	·	-5
O=C(N[C@@H]1CC[C@H](CCNS(=O)(=O)c2ccccc2)O[C@@H]1CO)c1cccc(F)c1	1.3	-37	-12	6
Cc1ccc(S(=O)(=O)N2CC[C@H]3[C@@H](CO)N(C)c4ccc(-c5ccc(C#N)cc5)cc4[C@H]32)cc1	-3.7	17	-4	-2
CC(C)NC(=O)N1C[C@H]2[C@@H](c3ccccc31)[C@@H](CO)N2C(=O)c1ccncc1	-0.7	-11	2	3
C[C@H](CO)N1C[C@H](C)[C@@H](CN(C)C(=O)Nc2ccccc2F)OCc2cn(nn2)CCCC1=O	-0.1	-11	-5	0
CC(=O)N[C@@H]1CC[C@@H](CCNC(=O)C2CCCC2)O[C@@H]1CO	4.9	·	4	-2
COc1ccccc1-c1ccc([C@@H]2[C@H](C#N)N[C@H]2CO)cc1	-2.1	27	-7	11
COc1cccc(CN(C)C[C@H]2OCc3cn(nn3)CCCC(=O)N([C@@H](C)CO)C[C@H]2C)c1	0.3	7	-11	0
Cc1cccc(S(=O)(=O)N2C[C@H](O)COC[C@H]3O[C@@H](CC(=O)NCCCN4CCOCC4)CC[C@@H]32)c1	-0.6	-1	2	·
C[C@@H]1CN([C@@H](C)CO)C(=O)Cc2cc(NC(=O)Cc3cn(C)c4ccccc34)ccc2O[C@@H]1CN(C)S(=O)(=O)c1ccccc1	-1.7	68	-27	4
CCCN(C)C[C@@H]1OCCCC[C@H](C)Oc2ccc(NC(=O)Nc3ccc4c(c3)OCO4)cc2C(=O)N([C@H](C)CO)C[C@@H]1C	-3.0	50	-88*	12
CO[C@H]1CN(C)C(=O)c2cc(NC(=O)Nc3ccc(Cl)cc3)ccc2OC[C@H](C)N(C(=O)Nc2c(C)noc2C)C[C@H]1C	-1.2	-53	-33	-10
O=C(C[C@H]1CC[C@@H]2[C@H](COC[C@@H](O)CN2S(=O)(=O)c2ccc(Oc3ccccc3)cc2)O1)Nc1ccccc1	0.7	·	14	18&17
CCCNC(=O)[C@H]1[C@H](CO)[C@H]2Cn3c(ccc(-c4cccc(F)c4)c3=O)[C@@H]1N2C(=O)CC	-2.5	2	-3	0

Grouped by structure, those above with sulfur (8)
SMILES	GASC1 inh	T cruzi growth	Pf Dd2 growth	C diff HTS
Cc1ccc(S(=O)(=O)Nc2cccc3c2O[C@@H](CN(C)Cc2ccncc2)[C@H](C)CN([C@H](C)CO)C3=O)cc1	1.2	-1	12	0
C[C@@H]1CN([C@@H](C)CO)C(=O)c2cc(NS(=O)(=O)c3cn(C)cn3)ccc2O[C@@H]1CN(C)C(=O)Nc1cccc2ccccc12	3.6	-14	-15	·
COc1ccc(S(=O)(=O)Nc2ccc3c(c2)CC(=O)N([C@H](C)CO)C[C@@H](C)[C@@H](CN(C)Cc2ccc(C(=O)Nc4ccccc4N)cc2)O3)cc1	-1.1	65	-85*	0
O=C(N[C@@H]1CC[C@H](CCNS(=O)(=O)c2ccccc2)O[C@@H]1CO)c1cccc(F)c1	1.3	-37	-12	6
Cc1ccc(S(=O)(=O)N2CC[C@H]3[C@@H](CO)N(C)c4ccc(-c5ccc(C#N)cc5)cc4[C@H]32)cc1	-3.7	17	-4	-2
Cc1cccc(S(=O)(=O)N2C[C@H](O)COC[C@H]3O[C@@H](CC(=O)NCCCN4CCOCC4)CC[C@@H]32)c1	-0.6	-1	2	·
C[C@@H]1CN([C@@H](C)CO)C(=O)Cc2cc(NC(=O)Cc3cn(C)c4ccccc34)ccc2O[C@@H]1CN(C)S(=O)(=O)c1ccccc1	-1.7	68	-27	4
O=C(C[C@H]1CC[C@@H]2[C@H](COC[C@@H](O)CN2S(=O)(=O)c2ccc(Oc3ccccc3)cc2)O1)Nc1ccccc1	0.7	·	14	18&17

Remaining list, next part:
SMILES	GASC1 inh	T cruzi growth	Pf Dd2 growth	C diff HTS
CNC[C@@H]1Oc2c(NS(=O)(=O)c3ccc(OC)cc3)cccc2C(=O)N([C@H](C)CO)C[C@@H]1C	0.3	-22	13	3
CO[C@H]1CN(C)C(=O)c2cc(NS(C)(=O)=O)ccc2OC[C@@H](C)N(Cc2ccccn2)C[C@@H]1C	0.8	-2	·	·
O=C(C[C@@H]1C[C@H]2c3cc(NC(=O)Nc4ccc(C(F)(F)F)cc4)ccc3O[C@H]2[C@H](CO)O1)NC1CCCCC1	0.3	·	-50	2
Cc1ccc(S(=O)(=O)N[C@@H]2CC[C@@H](CCNC(=O)c3ccccc3F)O[C@H]2CO)cc1	0.1	-15	5	·
C[C@@H]1CCCCO[C@@H](CN(C)Cc2ccc(C(=O)O)cc2)[C@@H](C)CN([C@H](C)CO)C(=O)c2cc(N(C)C)ccc2O1	4.5	50	41	2
O=C(C[C@@H]1CC[C@@H]2[C@H](COC[C@H](O)CN2C(=O)c2ccccc2F)O1)NCc1ccc(Cl)cc1	0.8	1	-1	·
C[C@H]1CN([C@@H](C)CO)C(=O)c2cc(-c3cccc(C#N)c3)cnc2O[C@H]1CN(C)C(=O)c1ccccn1	-2.6	-6&-5	5&1	-4&-7
Cc1ccc(S(=O)(=O)N(C)C[C@@H]2OCCCC[C@@H](C)Oc3ccc(NC(=O)NC4CCCCC4)cc3C(=O)N([C@H](C)CO)C[C@@H]2C)cc1	-1.0	65	-77	10
C[C@H](CO)N1C[C@H](C)[C@H](CN(C)S(=O)(=O)c2ccc(Cl)cc2)Oc2ccc(NC(=O)Nc3ccc(F)cc3)cc2CC1=O	-2.0	-144	-6	16
C[C@H](CO)N1C[C@H](C)[C@@H](CN(C)S(=O)(=O)c2cccc(F)c2)Oc2ncc(-c3cccc(C(=O)N(C)C)c3)cc2C1=O	0.6	-59	-53	0
C[C@@H](NC(=O)C[C@H]1C[C@@H]2c3cc(NC(=O)CN(C)C)ccc3O[C@@H]2[C@H](CO)O1)c1ccccc1	-2.1	-2	-7	1
COc1ccc(CN(C)C[C@@H]2Oc3ccc(NC(=O)Nc4ccccc4)cc3C(=O)N([C@H](C)CO)C[C@@H]2C)cc1	-0.6	24	2	-4
CC(C)NC(=O)Nc1ccc2c(c1)C(=O)N([C@H](C)CO)C[C@@H](C)[C@@H](CN(C)Cc1ccc(C(F)(F)F)cc1)O2	0.7	·	5	38&3
CC(=O)N1CCCCN2[C@H](C1)[C@H](c1ccc(-c3ccc(C)cc3)cc1)[C@@H]2CO	0.2	100*	10	-1
CCCC#Cc1cnc2c(c1)C(=O)N([C@H](C)CO)C[C@H](C)[C@H](CN(C)C(=O)C1CCC1)O2	-1.3	22	22	2
CO[C@@H]1CN(C)C(=O)c2cc(NC(=O)c3ccc4c(c3)OCO4)ccc2OC[C@H](C)NC[C@@H]1C	2.2	-41	4	-2
O=C(C[C@H]1CC[C@H]2[C@@H](COC[C@H](O)CN2C(=O)Nc2ccc(Cl)c(Cl)c2)O1)NCc1ccc(F)cc1	-3.6	57	-34	-94*
Cc1noc(C)c1NC(=O)Nc1ccc2c(c1)C(=O)N([C@@H](C)CO)C[C@H](C)[C@@H](CN(C)Cc1ccc(C(=O)Nc3ccccc3N)cc1)O2	-1.5	·	20	8
C[C@@H]1CN([C@@H](C)CO)C(=O)c2cc(NS(=O)(=O)c3ccc(Cl)cc3)ccc2O[C@@H]1CN(C)S(=O)(=O)c1ccccc1	-0.3	38	30	-8
CCCN1[C@H](C(=O)NCCCN(C)C)[C@@H](CO)[C@@H]2Cn3c(ccc(C4=CCCCC4)c3=O)[C@@H]21	2.2	15	-12	-1
C[C@@H]1CN([C@@H](C)CO)C(=O)c2cc(NC(=O)C3CC3)ccc2O[C@H]1CN(C)S(=O)(=O)c1ccc(Cl)cc1	0.2	62	-55	1
COc1ccc(CN(C)C[C@H]2Oc3ccc(NS(C)(=O)=O)cc3C(=O)N([C@H](C)CO)C[C@@H]2C)cc1	0.8	·	4	-4
C[C@H](CO)N1C[C@H](C)[C@@H](CN(C)C(=O)Nc2ccc3c(c2)OCO3)Oc2ccc(NC(=O)c3ccncc3)cc2C1=O	·	-2	-8	·
COCC(=O)N1CCC2(CC1)CN(C(=O)Nc1ccccc1F)[C@H](CO)c1[nH]c3cc(OC)ccc3c12	3.4	·	-4	7
COCC(=O)N1C[C@H](C)[C@H](OC)CN(C)C(=O)c2ccc(NC(=O)C3CCC3)cc2OC[C@@H]1C	1.1	-37	25	·
Cc1ccc(S(=O)(=O)N(C)C[C@H]2OCCCC[C@@H](C)Oc3ccc(N(C)C)cc3C(=O)N([C@@H](C)CO)C[C@H]2C)cc1	-1.7	43	·	-4
CN1C(=O)c2cc(NC(=O)c3cccc(F)c3)ccc2OC[C@@H]2O[C@@H](CC(=O)NCc3ccccc3)CC[C@H]21	-1.8	-8	-12	-4
C[C@@H]1CN([C@@H](C)CO)S(=O)(=O)c2ccc(C#Cc3ccccc3)cc2O[C@H]1CN(C)S(C)(=O)=O	-3.7	68	-76	-9
C(=C\c1ccc(C2[C@H]3CNC[C@@H]2N3Cc2ccccn2)cc1)/c1ccccc1 (stereo partly drawn)	3.0&1.7	·	-19&-24	-12&8
CCCC#Cc1cnc2c(c1)C(=O)N([C@@H](C)CO)C[C@H](C)[C@@H](CN(C)C(=O)c1ccccc1)O2	-0.4	·	-36	-4
CNC(=O)C[C@@H]1CC[C@@H]2[C@H](COC[C@@H](O)CN2C(=O)Nc2ccc3c(c2)OCO3)O1	0.3	·	37	3&0
COc1ccc2c3c([nH]c2c1)[C@@H](CO)N(S(C)(=O)=O)CC31CCN(CC2CC2)CC1	1.0	·	-28	3
CCS(=O)(=O)N[C@@H]1CC[C@@H](CC(=O)NC2Cc3ccccc3C2)O[C@@H]1CO	3.7	0	5	·
Cc1ccccc1-c1ccc2c(c1)O[C@H](CN(C)Cc1ccc(C(=O)O)cc1)[C@H](C)CN([C@H](C)CO)S2(=O)=O	0.9	·	11	-4
C[C@H](CO)N1C[C@H](C)[C@H](CN(C)C(=O)Nc2ccc(C(F)(F)F)cc2)Oc2ccc(N(C)C)cc2C1=O	0.8	·	-9	1
COc1ccc2c3c([nH]c2c1)[C@H](CO)N(C(=O)c1cccnc1)CC31CCN(C(=O)c2cccnc2)CC1	1.2	·	-21	-5
C[C@H](CO)N1C[C@H](C)[C@@H](CN(C)S(=O)(=O)c2ccccc2)Oc2c(NC(=O)C3CC3)cccc2C1=O	-2.1	13	2	-3
CN1c2ccc(C#Cc3cccnc3)cc2[C@H]2[C@H](CCN2C(=O)c2cccnc2)[C@@H]1CO	4.3	43	2	-4
CN(C)CC(=O)N[C@@H]1CC[C@@H](CCNC(=O)C2CCCC2)O[C@H]1CO	0.0	·	7	-4
C[C@H]1CN([C@@H](C)CO)C(=O)c2cc(NC(=O)CCC(F)(F)F)ccc2O[C@@H]1CN(C)CC1CC1	0.1	0	43	-1
CCCNC(=O)N1CC2(CCN(Cc3cccc(OC)c3)CC2)c2c([nH]c3cc(OC)ccc23)[C@@H]1CO	0.8	·	-79	-11
C[C@H]1CN([C@@H](C)CO)C(=O)c2ccccc2-c2ccccc2CO[C@H]1CN(C)S(=O)(=O)c1ccccc1	-0.3	22	-14	·
COc1ccc(NC(=O)N(C)C[C@H]2Oc3ccc(NC(=O)Nc4c(C)noc4C)cc3CC(=O)N([C@H](C)CO)C[C@H]2C)cc1	0.2	15	33	-1
CCC(=O)N(C)C[C@@H]1Oc2cc(C#CCC(C)C)ccc2S(=O)(=O)N([C@H](C)CO)C[C@H]1C	-2.5	53	-21	-13
COCC#Cc1ccc([C@H]2[C@H]3CN(C(=O)CN4CCOCC4)CC(=O)N3[C@H]2CO)cc1	-0.6	·	8	1
COc1ccc(CN(C)C[C@@H]2Oc3ccc(NC(=O)Nc4c(C)noc4C)cc3CC(=O)N([C@H](C)CO)C[C@H]2C)cc1	-1.0	-9	17	0
CCCN1[C@@H]2c3ccc(C4=CCCC4)c(=O)n3C[C@@H]2[C@@H](CO)[C@@H]1C(=O)NCC	11	32	12	-3
CCCNC(=O)N(C)C[C@H]1Oc2cc(-c3ccccc3F)ccc2S(=O)(=O)N([C@@H](C)CO)C[C@H]1C	16	·	20	0

Bioassay records: PubChem BioAssay, Broad Institute
